Kir21 block – blocks the mouse Kir2.1 inward-rectifier potassium channel; P35561; HEK293-Kir2.1, FluxOR thallium flux fluorescence; hits give low values; B-score at 10 µM; 310,000 tested, 0.85% active; AID 1672;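 active = fluorescence ratio B-score at or below minus 3 SD of library scores, with starting-brightness B-score within 2 SD, cut at about -4.2 in these data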;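 also: channel flux triggered by added potassium and thallium sulfate stimulus; B-score of peak minus minimum fluorescence over baseline after thallium stimulus; more negative B-score means stronger Kir2.1 block with less thallium influx; some compounds called inactive have numbers as strong as hits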
Target sequence (P35561 whole entry, looked up): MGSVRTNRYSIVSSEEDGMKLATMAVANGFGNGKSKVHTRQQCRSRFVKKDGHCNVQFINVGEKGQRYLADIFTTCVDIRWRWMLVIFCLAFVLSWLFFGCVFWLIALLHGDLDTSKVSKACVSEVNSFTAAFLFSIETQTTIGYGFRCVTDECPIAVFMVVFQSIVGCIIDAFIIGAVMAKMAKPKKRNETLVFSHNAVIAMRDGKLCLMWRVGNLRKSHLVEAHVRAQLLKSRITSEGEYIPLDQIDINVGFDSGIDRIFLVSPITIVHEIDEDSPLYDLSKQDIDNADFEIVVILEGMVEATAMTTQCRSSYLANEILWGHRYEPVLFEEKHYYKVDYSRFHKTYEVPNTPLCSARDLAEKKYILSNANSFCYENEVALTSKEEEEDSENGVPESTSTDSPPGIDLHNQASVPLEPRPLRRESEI
KCNQ2 block – KCNQ2 potassium channel inhibitors, primary screen, cell-based, CHO-K1, FluxOR thallium flux, B-score (AID 2156); O88943; 20 min; hits give low values; 310,000 tested, 1.1% active; B-score at 10 µM;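 active = fluorescence ratio B-score at most minus 3 library SDs, with starting brightness B-score within 2 library SDs, cut at about -5.5 in these data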
Numbers without * were called inactive; i = inactive. Random draw from the library; overall some 1.8% were active at least once.

Structure,Kir21 block,KCNQ2 block
Cc1cccc(NC(=O)C2C3CCCCC32)c1 (stereo not drawn),0.75,i
CCc1cc(=O)oc2cc(C)cc(OCC(=O)C(C)(C)C)c12,-0.63,i
CO/N=C\c1cc(C(=O)c2ccc(Cl)cc2Cl)cn1C,-0.02,i
Cc1cccc(NC(=S)NC2CC3C=CC2C3)c1 (stereo not drawn),-0.13,i
Brc1ccc(C2=NC(Cc3ccccc3)CO2)cc1 (stereo not drawn),-0.32,i
Cc1ccc(NC(=O)C2CCN(S(=O)(=O)c3ccccc3)CC2)cc1,-0.17,i
CN(C)CCCN(C(=O)COc1ccc(Cl)cc1)c1nc2cc3c(cc2s1)OCCO3,-3.74,i
Cc1ccc(N(CC(=O)N/N=C/c2ccc(OC3CSC3)cc2)S(=O)(=O)c2ccccc2)cc1,0.4,i

The results go on.
Structure,Kir21 block,KCNQ2 block
Cc1ccc(CN2C(=O)CCC2C(=O)NCCCN2CCCCC2C)cc1 (stereo not drawn),0.06,i
Cc1ccc2[nH]c(-c3ccccc3)cc(=O)c2c1,0.93,i
O=C(CCN1CCN(c2ccccc2F)CC1)Nc1ccc2c(c1)OCO2,0.04,i
Cc1c(Cl)ccc2c(C(=O)O)cc(-c3ccccc3)nc12,0.21,i
O=c1c(C=NCCCO)c(-c2ccccc2)[nH]n1-c1nc2ccccc2s1,0.12,i
Cc1noc(C)c1COC(=O)[C@@H](NC(=O)c1ccccc1Cl)C(C)C,0,i
CCCn1c(=O)c(-c2ccccc2)c(O)c2ccccc21,1.19,i
CC1=C(CCN2CCN(C(C)C)C(CCO)C2)C(C)(C)CCC1 (stereo not drawn),0.23,i

Next section
Structure,Kir21 block,KCNQ2 block
O=C(COC(=O)CCC(=O)c1cccs1)NC1CC1,-0.46,i
CC1CCc2c(c3ccccc3n2C(=O)CCl)C1 (stereo not drawn),0.4,i
Cc1ccc(C)c(S(=O)(=O)N=Nc2c(O)[nH]c3ccccc23)c1,0.6,i
Cc1cc(C)cc(NC(=O)NCc2ccccn2)c1,0.05,i
CC1CCc2cc(F)ccc2N1C(=O)CSc1nnc2c(n1)[nH]c1ccc(F)cc12 (stereo not drawn),2.09,i
CC1CCc2nn(CC(=O)NC3CCCC(C)C3C)cc2C1 (stereo not drawn),-0.2,i
CCOC(=O)c1c(/N=C/C2C(=O)CC(C)(C)CC2=O)sc(C)c1C,-0.05,i
CC1CN(c2nc3ccccn3c(=O)c2/C=C(\C#N)C(N)=O)CC(C)O1 (stereo not drawn),0.12,i

More records follow.
Structure,Kir21 block,KCNQ2 block
O=C(NCc1ccco1)c1cnn2c1NC(c1ccc(Br)cc1)CC2C(F)(F)F (stereo not drawn),0.63,i
COc1ccc(NC(=S)Nc2ccccc2)cn1,1.49,i
Cc1ccccc1N1CCN(Cc2cc3c(cc2[N+](=O)[O-])OCO3)CC1,0.07,i
Cc1ccc(-n2c(SCC(=O)N3CCOCC3)nnc2-c2cccnc2)cc1C,1,i
O=C(C1CC1)N1CCC(c2nc(-c3ccc(S(=O)(=O)NCC4CCCO4)cc3)no2)CC1 (stereo not drawn),0.12,i
CCOCCCNS(=O)(=O)c1ccc(OC)c(Cl)c1Cl,0.21,i
Cc1ccc(S(=O)(=O)N(C)C)cc1NC(=O)COC(=O)c1ccc2c(c1)OCCO2,0.74,i
COc1ccc(CC(=O)N2N=C(c3ccncc3)CC2(O)C(F)(F)F)cc1 (stereo not drawn),0.53,i

Profiles from above. Values in the order: Kir21 block | KCNQ2 block
Profile of Cc1ccccc1N1CCN(Cc2cc3c(cc2[N+](=O)[O-])OCO3)CC1 = 0.07 | i
Profile of Cc1ccc(-n2c(SCC(=O)N3CCOCC3)nnc2-c2cccnc2)cc1C = 1 | i
Profile of COc1ccc(CC(=O)N2N=C(c3ccncc3)CC2(O)C(F)(F)F)cc1 (stereo not drawn) = 0.53 | i
Profile of O=C(NCc1ccco1)c1cnn2c1NC(c1ccc(Br)cc1)CC2C(F)(F)F (stereo not drawn) = 0.63 | i
Profile of CCOCCCNS(=O)(=O)c1ccc(OC)c(Cl)c1Cl = 0.21 | i

Later entries.
Structure,Kir21 block,KCNQ2 block
Cc1[nH]n(-c2ccccc2)c(=O)c1N=Nc1ccccc1C(=O)N1CCCCC1,0.66,i
CCc1nn2c(=O)cc(CSCC(=O)Nc3ccccc3F)nc2s1,0.48,i
COc1ccc(CNC(=O)C2CC(C)=CCC2C(=O)O)cc1 (stereo not drawn),-0.25,i
CCOc1ccc(Cn2c3ccc(OC)cc3c3nc4ccccc4nc32)cc1OC,0.7,i
COc1c(Cl)cc(-c2noc(C)c2C(=O)NC(C)C)cc1Cl,0,i
COc1ccc2[nH]c(=O)c(CNC3CCCCC3)cc2c1,-2.85,i
Cc1ccc(S(=O)(=O)CC(O)COc2ccc(F)cc2Cl)cc1 (stereo not drawn),-3.54,i
CCc1ccc(NC(=O)c2c(Cl)nc(C)c(Cl)c2C)cc1,-0.33,i

Following part:
Structure,Kir21 block,KCNQ2 block
O=C(NN1C(=O)C2C3C=CC(C4CC34)C2C1=O)c1ccccc1Cl (stereo not drawn),-0.5,i
c1ccc(CCNc2nc(-c3ccccn3)nc3ccccc23)cc1,-2.76,-8.57*
O=S(=O)(Nn1cnnc1)c1ccc2ccccc2c1,0.07,i
COc1cc(/C=N/NC(=O)c2ccccc2O)ccc1OCC(=O)Nc1ccccc1,-0.14,i
CCOC(=O)c1nn(-c2ccc(C)cc2)cc1O,-0.26,i
CC(C)=C(NC(=O)c1ccccc1Br)C(=O)NCCc1nc2ccccc2[nH]1,-3.98,i
CCOC(=O)c1ccc(S(=O)(=O)N2CCN(CC3CC=CCC3)CC2)cc1 (stereo not drawn),2.04,i
COC(=O)C[C@H]1c2ccccc2S(=O)(=O)N1c1cccc(OC)c1,-2.67,i

More records
Structure,Kir21 block,KCNQ2 block
COc1ccc(-c2nnc3ccc(SCC(=O)N4CCOCC4)nn23)cc1,2.25,i
CCCc1nnc(NC(=O)CCC(=O)N2CCN(Cc3cc(F)ccc3OC)CC2)s1,0.68,i
COc1ccccc1CN1C(=O)CCC1(C)C(=O)NC1CCCCCC1 (stereo not drawn),0.75,i
CC1CCN(C(=O)CCC(=O)N2CC(C)Oc3ccccc32)CC1 (stereo not drawn),0.29,i
O=C(c1cccs1)N1CCc2ccccc2C1,-0.68,i
O=C(CCC(=O)Nc1ccccc1)N/N=C/c1ccco1,-1.16,i
CC(OC(=O)c1cccc(-n2cnnn2)c1)C(=O)NCc1ccccc1 (stereo not drawn),-0.35,i
Cc1ccc(N=Cc2sc(O)c3ccccc23)cc1,-4.33,i

Further records:
Structure,Kir21 block,KCNQ2 block
CCOC(=O)Cn1nc(C)c(NC(=O)c2ccc(Cl)c([N+](=O)[O-])c2)c1C,-0.68,i
CCN(CC)S(=O)(=O)c1ccc(Cl)c(NC(=O)COC(=O)c2cc(-c3ccccc3Cl)nc3ccccc23)c1,0.6,i
CCCn1c(CN2CCN(c3cccc(Cl)c3)CC2)nc2c1c(=O)n(C)c(=O)n2C,-0.35,i
Cc1ccc(NC(=O)N2CCC(C(=O)NCc3ccccc3)CC2)cc1,-0.4,i
O=C(N/N=C/c1coc2ccc(Cl)cc2c1=O)c1ccc(O)cc1,-1.1,i
COc1ccc(C2CC(c3cccs3)=NN2c2nc(-c3ccccc3)cs2)cc1OC (stereo not drawn),1.67,i
C#CCOc1ccc(/C=C2\SC(=S)N(Cc3cccnc3)C2=O)cc1,0.21,i
Cc1cc(C)c(OCCCNC2CCCC2)c(Br)c1,-3.37,i

The closing five records of the section before lead into the next:
Structure,Kir21 block,KCNQ2 block
Cc1ccc(NC(=O)N2CCC(C(=O)NCc3ccccc3)CC2)cc1,-0.4,i
O=C(N/N=C/c1coc2ccc(Cl)cc2c1=O)c1ccc(O)cc1,-1.1,i
COc1ccc(C2CC(c3cccs3)=NN2c2nc(-c3ccccc3)cs2)cc1OC (stereo not drawn),1.67,i
C#CCOc1ccc(/C=C2\SC(=S)N(Cc3cccnc3)C2=O)cc1,0.21,i
Cc1cc(C)c(OCCCNC2CCCC2)c(Br)c1,-3.37,i
CCn1c(SCC(=O)NC2CCCCC2)nnc1-c1ccccc1F,0.23,i
CCC1(CC)C(=O)NC(=O)NC1=NCCc1c[nH]c2ccccc12,0.54,i
COc1ccc(-c2nnc(-c3ccc(C)cc3)o2)cc1,-0.69,i
Clc1ccc(Cn2cccc2C2=NCCO2)cc1,-0.07,i
CCOC(=O)c1[nH]c2ccc(OC)cc2c1NC(=O)c1ccccc1C(=O)O,0.98,i
CC(=O)Nc1ccc(NC(=O)CCNC(=O)c2ccccc2Cl)cc1,-2.49,i
COc1cccc(NC(=O)Nc2c(C)n(C)n(-c3ccccc3)c2=O)c1,0.95,i
Cc1ccc(NC(=O)C(c2ccccc2)c2ccccc2)c(O)c1,-1.41,i

Next compounds.
Second line of a record: Kir21 block, KCNQ2 block
COc1ccc(CNC(=O)COc2ccc([N+](=O)[O-])cc2)cc1
→ -1.84, i
COC(=O)C1=C(C)Nc2nnnn2C1c1cccs1 (stereo not drawn)
→ -0.78, i
COc1ccc(N(CC(=O)NC2CCCC2)C(=O)Cn2nnc(-c3ccc(F)cc3)n2)cc1
→ 0.23, i
CCOc1ccc(C(C)=O)cc1CN1C(=O)NC2(CCCCC2C)C1=O (stereo not drawn)
→ 0.73, i
COc1ccc(OC)c(C2C(C(=O)c3ccccc3)=C(C)Nc3nc4ccccc4n32)c1 (stereo not drawn)
→ -0.01, i
CC(=O)OCCNc1cc(Sc2nc3ccccc3[nH]2)c2nonc2c1[N+](=O)[O-]
→ -4.49*, i
COc1ccc(C(C(=O)NC(C)(C)C)N(Cc2ccco2)C(=O)CCC(=O)Nc2ccccn2)cc1 (stereo not drawn)
→ 0.52, i
O=C(NCc1ccc2c(c1)OCO2)c1ccc(CSCc2ccccc2Cl)o1
→ -0.58, i
O=C(O)c1ccccc1C(=O)Nc1ccc(Nc2ccc([N+](=O)[O-])cc2[N+](=O)[O-])cc1
→ -0.02, i
CSCC[C@H](NC(=O)C1CCN(S(=O)(=O)c2ccc(C)cc2)CC1)C(=O)NCc1ccco1
→ -1.23, i
Cc1ccccc1C(=O)N1CCN(c2ccc(NC(=O)c3ccc4c(c3)OCO4)cc2)CC1
→ 0.13, i
O=C1SC(c2ccccc2)=C/C1=C\N1CCCCC1
→ 0, i
Cc1cc2c(c(=O)n1CC1CCCO1)C(c1ccco1)C(C#N)=C(N)O2 (stereo not drawn)
→ 0.83, i
CCOC(=O)N1CCN(C(=O)c2ccc(N3C(=O)CCC3=O)cc2)CC1
→ 1.7, i
CC1CCCN(CC(=O)Nc2ccc(S(=O)(=O)N3CCCCCC3)cc2)C1 (stereo not drawn)
→ -1.25, i
COc1ccc(OCCSc2nnc(-c3cccnc3)n2N)cc1
→ -0.04, i
Cc1cccc(NC(=O)CCc2ccc(S(=O)(=O)NC3CCCCC3)cc2)c1
→ 0.72, i
O=C(COc1cccc2cccnc12)N1CCc2ccccc2C1
→ -1.99, i
O=C(Nc1nnc(-c2ccc3c(c2)CCCC3)o1)C1CCCCC1
→ 1.18, i
O=C(COC(=O)/C=C/c1cccc(C(F)(F)F)c1)NCc1ccco1
→ 3.14, i
CCCCCCSc1ncc(C#N)c(N)n1
→ 0.8, i
CN(C(=O)NC1CCCCC1)c1ccccc1
→ 0.65, i
Cc1oc(-c2ccc(Cl)cc2)nc1CN1CCC(C(=O)NCC2CCCO2)CC1 (stereo not drawn)
→ -1.88, i
O=c1c(-c2ccc3c(c2)OCCO3)coc2c(CN3CCOCC3)c(O)ccc12
→ 1.13, i
O=C(N/C(=C/c1ccc(F)cc1)C(=O)N1CCOCC1)c1ccccc1
→ 0.71, i
CCC1CN(S(=O)(=O)c2ccc3c(c2)NC(=O)CC(=O)N3)c2cc(Cl)ccc2O1 (stereo not drawn)
→ -0.35, i
O=C1CCN(CCc2ccccc2)CCN1[C@H](CSc1ccc(Br)cc1)Cc1ccccc1
→ -0.56, i
CCCCC(=O)NC(c1ccc([N+](=O)[O-])cc1)c1c(O)ccc2ccccc12 (stereo not drawn)
→ 0.79, i
N=C1/C(=C\c2ccc(SCc3ccccc3)o2)C(=O)N=C2SC(CC(=O)N3CCOCC3)=NN12
→ 1.77, i
COc1cc(CNCCN(C)C)c(Br)cc1OC1CCCC1
→ -1.28, i

Next structures follow.
Second line of a record: Kir21 block, KCNQ2 block
O=C(CSc1nnc(-c2ccccc2F)o1)N1CCCC1
→ 0.64, i
COc1cc(-c2cc(C(=O)Nc3ccc(S(=O)(=O)NCc4ccco4)cc3)c3ccccc3n2)cc(OC)c1OC
→ -1.76, i
C/C(=N\NC(=O)CO/N=C(\C)c1cccs1)c1ccc(N)cc1
→ -0.67, i
O=c1c(-c2ccccc2)n[nH]c2ccccc12
→ 0.64, i
O=S(=O)(NC1CCSc2ccccc21)c1ccccc1 (stereo not drawn)
→ -3.89, i
S=C1NCCOCCOCCNC(=S)N2CCOCCOCCN1CCOCCOCC2
→ -1.13, i
COc1ccc(CNC(=O)COC(=O)C2=COCCO2)cc1
→ 1.29, i
CC(C)CNC(=O)c1ccc(Cl)c(Cl)c1
→ -1.23, i
CCc1ccccc1NC(=S)Nn1cnnc1
→ -0.11, i
COc1cccc(Cn2cccc(NC(=O)NCc3ccccc3)c2=O)c1
→ -0.74, i
CCN(CC)S(=O)(=O)c1ccc(N2CCCC2)c(C(=O)OCC(=O)N2CCCC2)c1
→ -2.31, i
Cc1cccc(NC(=O)CN2CCN(CC(=O)Nc3ccc(-c4ccccc4)cc3)CC2)c1C
→ -1.06, i
CCn1c(Cc2ccccc2)nnc1SCc1nc2ccccc2c(=O)[nH]1
→ -0.17, i
CC(C)N(c1nnc(N)s1)C(C)C
→ 2.03, i
COc1ccc(/C(C)=N/N2C(=O)c3ccccc3NC2c2ccc(O)c(OC)c2)cc1 (stereo not drawn)
→ 0.27, i
CCn1nc(C(=O)OCC(=O)c2ccc3c(c2)OCCO3)c2ccccc2c1=O
→ 0.58, i

Source: PubChem
